NPY-Y2 PAM-ag: potentiators or agonists of human neuropeptide Y receptor Y2; P49146; cells expressing NPY-Y2, potentiator/agonist read-out; activation, % at 3.6 µM; 220,000 compounds, 0.45% hits; AID 1359; in the data active = activation above about 27%;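 note: cells stimulated with NPY near EC25 plus isoproterenol at EC100; 0% = vehicle plus submaximal agonist and 100% = vehicle plus saturating agonist; some results beyond the cut were filed as inactive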
Target sequence (P49146 whole entry, looked up): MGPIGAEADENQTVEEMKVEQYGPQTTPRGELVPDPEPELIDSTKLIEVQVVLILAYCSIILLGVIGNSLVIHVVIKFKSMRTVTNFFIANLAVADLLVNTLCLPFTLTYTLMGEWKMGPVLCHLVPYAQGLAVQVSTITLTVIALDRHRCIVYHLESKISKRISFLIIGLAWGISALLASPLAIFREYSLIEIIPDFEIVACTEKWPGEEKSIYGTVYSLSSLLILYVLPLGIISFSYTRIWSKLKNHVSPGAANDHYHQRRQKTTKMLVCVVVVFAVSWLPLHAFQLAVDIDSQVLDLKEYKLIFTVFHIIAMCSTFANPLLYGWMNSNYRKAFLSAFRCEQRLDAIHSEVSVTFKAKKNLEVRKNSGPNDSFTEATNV
NPY1 pot ag: potentiates or activates human NPY-Y1 receptor. P25929. NPY-Y1 expressing cells, potentiator/agonist activation. activation, % at 3.6 µM. 220,000 compounds, 0.37% hits. AID 1304; in the data active = activation above about 33%, passing the limit was not always enough;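 note: cells stimulated with NPY at EC10 then isoproterenol at EC100; 0% = low agonist plus stimulus and 100% = saturating agonist plus stimulus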
Target sequence (P25929 whole entry, looked up): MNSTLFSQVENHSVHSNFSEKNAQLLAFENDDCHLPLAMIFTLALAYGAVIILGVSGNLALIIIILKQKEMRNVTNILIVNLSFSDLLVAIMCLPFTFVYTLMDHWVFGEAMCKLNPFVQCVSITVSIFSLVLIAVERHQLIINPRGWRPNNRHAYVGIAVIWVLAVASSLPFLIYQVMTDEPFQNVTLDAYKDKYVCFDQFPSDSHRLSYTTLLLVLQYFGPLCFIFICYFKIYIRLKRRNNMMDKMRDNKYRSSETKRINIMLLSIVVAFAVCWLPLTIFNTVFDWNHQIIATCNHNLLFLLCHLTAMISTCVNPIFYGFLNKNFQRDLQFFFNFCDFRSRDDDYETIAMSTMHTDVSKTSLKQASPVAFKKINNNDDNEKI
BaF3 tox: counter-screen for JAK2V617F inhibitors: parental Ba/F3 viability inhibitors; CellTiter-Glo ATP luminescence; inhibition, % at 5.6 µM; 220,000 compounds, 1.1% hits; AID 1486;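 active = inhibition above a per-campaign cutoff, the mean inhibition of all tested compounds plus 3 SD, cut at about 27% in these data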;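 note: 0% = DMSO wells and 100% = JAK Inhibitor I control wells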
S1P4 ag: agonists of human S1P4 receptor; S1P4-expressing cell line, agonist reporter assay; activation, % at 4.98 µM; 220,000 compounds, 0.35% hits; in the data active = activation above about 11%;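 note: 0% = DMSO vehicle and 100% = reference agonist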
S1P4 antagonist: antagonists of human S1P4 receptor | 220,000 compounds, 0.26% hits | O95977 | inhibition, % at 4.98 µM | S1P4-expressing cells, antagonist mode, reporter read-out | AID 1510; in the data active = inhibition above about 29%;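 note: 0% = wells stimulated with agonist and 100% = vehicle wells without agonist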
Ba/F3 V617F tox: reduce viability of Ba/F3 cells dependent on JAK2V617F | inhibition, % at 5.6 µM | 220,000 compounds, 1.1% hits | Ba/F3 EpoR-JAK2V617F viability, ATP luminescence;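 active = inhibition above the campaign mean plus 3 SD over all tested compounds, cut at about 24% in these data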;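 note: cytokine-independent growth of Ba/F3 cells driven by EpoR plus mutant JAK2; 0% = DMSO-treated cells and 100% = JAK inhibitor I control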
CHOP inh: blocks CHOP induction under ER stress; CHO-K1 CHOP-promoter luciferase, tunicamycin-induced, 15-18 h; inhibition, % at 10 µM; 220,000 compounds, 3.8% hits; AID 2732;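 active = compounds that reduced the stress-induced luciferase reporter signal by more than about 70% of percent inhibition, limit read from the data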;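 note: 0% = tunicamycin plus vehicle and 100% = wells without tunicamycin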
NCF1 inh: inhibitors of human p47phox binding | P14598 | p47phox/p22phox peptide binding, fluorescence polarization, 2 h | inhibition, % at 24.7 µM | 220,000 compounds, 0.53% hits | AID 1274;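 active = inhibition above about 30%, limit read from the data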;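 note: 0% = p47phox with labelled peptide and 100% = labelled peptide alone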
NPY-Y1 antag: blocks the human neuropeptide Y Y1 receptor; P25929; 200,000 compounds, 1% hits; inhibition, % at 3.6 µM; HEK293-CNG Y1 cells, membrane potential fluorescence; NPY at EC95, then isoproterenol;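 active = inhibition above the campaign mean inhibition of all tested compounds plus 3 SD, cut at about 20% in these data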;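 note: 0% = DMSO wells given NPY plus isoproterenol and 100% = isoproterenol alone without NPY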
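Benchmarks – high control isoproterenol alone, low control NPY with isoproterenol · Material – HEK293 Y1/CNG channel cell line · Times – dye 3 h, compound 60 min room temperature, stimulation 45 min · Probe or stimulus – NPY (25 nM), isoproterenol (1 µM), Ro 20-1724 (25 µM) · Evaluation – % inhibition of NPY effect · Signal – fluorescence, membrane potential probe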
Numbers without * were called inactive; . = no result given.

no.	structure	NPY-Y2 PAM-ag	NPY1 pot ag	BaF3 tox	S1P4 ag	S1P4 antagonist	Ba/F3 V617F tox	CHOP inh	NCF1 inh	NPY-Y1 antag
1	CCCOC(=O)c1ccc(NC(=O)c2cc(Cl)ccc2OC)cc1	7	-33	7	2.0	-18	1	-14	-6	1
2	CCC(=O)Nc1ccc(C(=O)Nc2cccnc2)cc1	-10	-2	1	1.0	8	-3	29	-16	4
3	CCC(C)(C)C1CCc2[nH]nc(C(=O)N/N=C(\C)c3ccco3)c2C1 (stereo not given)	-23	-2	0	-0.9	-2	3	21	-5	.
4	O=C(CN1C(=O)C2C3C=CC(C3)C2C1=O)Nc1ccc2c(c1)OCCO2 (stereo not given)	-4	-6	6	-0.1	-2	2	0	-3	1
5	Cc1cccc2c(C(=O)Nc3ccc(Br)cc3)cc(-c3ccccn3)nc12	-13	-7	1	-1.4	-17	2	57	-21	-1
6	CCOC(=O)c1nnc(-c2ccccc2)nc1Oc1ccc(Cl)cc1	2	20	5	-0.4	-1	-1	106*	-15	-2
7	COc1ccc(NC(=O)CN(c2ccccc2)S(=O)(=O)N(C)C)cc1OC	16	-15	3	0.4	-10	0	22	-6	-3
8	CC1CC(=O)c2c(cc3c(-c4c(O)cc(O)c5c(O)c6c(cc45)OC(C)CC6=O)c(O)cc(O)c3c2O)O1 (stereo not given)	-19	-3	-9	0.9	8	3	82*	7	3
9	CCOC(=O)C(C)Oc1cccc2c(=O)n(CC(=O)NCc3ccccc3)ccc12 (stereo not given)	-6	14	76*	-0.2	19	73*	-38	-5	.
10	O=C(CSc1ncnc2c(-c3ccc(Cl)cc3)nsc12)c1ccccc1	2	6	5	0.9	-1	1	8	-22	-2
11	COc1ccc(/C=N\NC(=O)c2cc(OCC(F)(F)F)ccc2OCC(F)(F)F)cc1	-2	-33	8	-1.1	-19	-2	53	-11	17
12	O=C(C1=C[C@H](c2ccc(C(F)(F)F)cc2)C[C@H](OCCCCO)O1)N1CCOCC1	1	3	-3	1.1	8	-1	-4	.	-1
13	COc1ccc(Cn2c(C)c(C)c(C#N)c2NC(=O)Nc2cccc(C)c2)cc1	-7	-6	3	-0.1	-6	-4	47	-21	0
14	CCCOc1ccc(C(=O)NCC2OCCc3ccccc32)cc1OC (stereo not given)	-2	1	5	-0.6	0	0	6	-55	-6
15	CCc1nc2ccccc2c(C(=O)OCC(=O)Nc2cccc(S(=O)(=O)NC3=NCCCCC3)c2)c1C	32	24	13	0.7	-15	14	49	-20	.
16	CC(CCc1ccccc1)NC(=O)CCNC(=O)Cn1ccc2ccccc2c1=O (stereo not given)	-4	-9	2	0.1	3	-1	28	2	4
17	CN(CC(=O)O/N=C(\N)c1ccccn1)S(=O)(=O)c1ccc(Br)cc1	-13	-20	0	0.1	-11	2	-9	-7	13
18	CCC1C(=O)N=C(SCC(=O)Nc2ccc(Br)cn2)NC1=O (stereo not given)	9	-16	2	0.7	4	2	-11	-9	0
19	Cc1ccc(-c2csc3ncnc(-n4cnc5ccccc54)c23)cc1	-14	-12	4	1.7	-4	2	24	3	9
20	Cc1ccc(C(=O)N(Cc2nc(-c3ccc(C)cc3)no2)C(C)C)cc1	-20	-41	7	0.8	-11	1	63	0	16
21	Cc1cccc(C)c1NC(=O)CSc1nnnn1C	12	18	3	-0.2	-4	0	42	18	8
22	Cn1c(=O)c2c(nc(NCc3ccccc3)n2C)n(C)c1=O	-9	-10	5	1.3	11	4	10	-20	8
23	O=C(NC1CCS(=O)(=O)C1)c1cccc(S(=O)(=O)N2CCCCC2)c1 (stereo not given)	9	24	-3	0.9	-2	-1	48	-11	1
24	Cc1cc(C)n2c(SCc3ccc(Cl)cc3Cl)nnc2n1	-4	2	2	1.9	-14	-1	67	2	3
25	Cc1cc(C)n(-c2ccc(Cl)c(C(=O)OCC(N)=O)n2)n1	13	1	-2	-2.6	-6	-3	43	-6	1
26	CCc1ccc(OCc2nnc(SCC(=O)N3CCOCC3)o2)cc1	-7	16	5	-0.4	-5	1	15	-3	3
27	CC(C)N1CCN(Cc2ccc(C#CC(C)(C)O)s2)CC1CCO (stereo not given)	7	3	1	1.7	-23	-2	23	-5	0
28	CCc1nnc(NC(=O)C2CC(=O)N(Cc3ccco3)C2)s1 (stereo not given)	-9	3	-2	0.6	-30	-4	-7	2	2
29	COc1ccc(CNC(=O)c2csc(Cc3ccc(OC)cc3)n2)cc1	-23	-11	4	0.4	-2	-1	46	-7	6
30	O=C(NCc1ccc2c(c1)OCO2)c1cccc(Cl)c1	-11	1	5	1.4	-20	1	-39	2	4
31	COc1ccc(-n2c(SCC(=O)N/N=C(\C)c3cccnc3)nc3ccccc3c2=O)cc1	8	17	-2	-0.3	-22	-3	2	-3	.
32	O=c1ccn(Cc2ccccc2Cl)cc1	-8	-9	4	1.3	-13	-1	69	-3	0
33	CC1CCN(Cc2nnnn2-c2ccc(Cl)cc2)CC1	1	-24	4	-1.2	1	1	25	-12	1
34	CN1CCN(NC(=O)c2ccc(Cl)c([N+](=O)[O-])c2)CC1	-15	8	2	4.4	2	1	17	-10	-4
35	Cc1ccc(S(=O)(=O)N2CCN(C(=O)COC(=O)COc3ccccc3)CC2)cc1	-16	0	7	-0.9	4	1	7	6	-2
36	O=C(C[n+]1ccccc1)Nc1nc2ccccc2s1	-5	-20	1	1.7	-19	-4	-24	-3	0
37	CCCCCCP(=O)(O)c1ccccc1	-13	-70	1	-2.6	-13	-2	14	-10	-2
38	COc1ccc(Nc2nc3ccccc3n3cnnc23)cc1	13	-3	6	-0.5	3	-2	29	-12	5
39	Cc1ccccc1CN(c1ccc(C(N)=O)cc1)S(C)(=O)=O	-6	-9	1	-0.5	-16	-2	12	-9	-2
40	CC(C)(C)OC(=O)N1CCC[C@H]1C(=O)N/N=C/c1cccc2nccnc12	16	7	-2	0.3	11	-3	4	-11	.

Profiles as entered above. Screens in order: NPY-Y2 PAM-ag | NPY1 pot ag | BaF3 tox | S1P4 ag | S1P4 antagonist | Ba/F3 V617F tox | CHOP inh | NCF1 inh | NPY-Y1 antag
Entry for CCCCCCP(=O)(O)c1ccccc1 : -13 | -70 | 1 | -2.6 | -13 | -2 | 14 | -10 | -2
Entry for O=C(NCc1ccc2c(c1)OCO2)c1cccc(Cl)c1 : -11 | 1 | 5 | 1.4 | -20 | 1 | -39 | 2 | 4

(more compounds)
no.	structure	NPY-Y2 PAM-ag	NPY1 pot ag	BaF3 tox	S1P4 ag	S1P4 antagonist	Ba/F3 V617F tox	CHOP inh	NCF1 inh	NPY-Y1 antag
41	C=CCOc1c(Cl)cc(CNc2nccs2)cc1OC	7	-1	1	0.5	-5	-3	-12	2	0
42	O=C(Nc1ccc(N2CCOCC2)nc1)c1ccc(Cl)cc1	-3	12	4	-0.2	-8	0	-9	-9	3
43	CN(C(=O)COc1ccc(Cl)cc1Cl)c1nnc(C23CC4CC(CC(C4)C2)C3)s1	1	-27	6	3.5	-4	-2	-6	0	-3
44	O=C(Nc1nc(-c2cccc3ccccc23)cs1)c1ccc2c(c1)S(=O)(=O)c1ccccc1C2=O	-6	6	9	0.7	-11	0	85*	20	2
45	C=C(C)[C@@H]1CC=C(CN2CCC(CCOC)(C(=O)OCC)CC2)CC1	-7	14	8	-0.6	14	-2	22	-10	11
46	O=C(COC(=O)c1ccccc1Br)Nc1cc(S(=O)(=O)N2CCOCC2)ccc1N1CCCC1	1	-5	6	-0.2	-9	1	7	-10	-4
47	CCOC(=O)C1(CC2CCCCO2)CCN(C(=O)Nc2ccc3c(c2)OCO3)CC1 (stereo not given)	7	4	3	-0.9	11	3	38	-1	1
48	Cn1c(SCC(=O)NCc2cccs2)nnc1-c1cccs1	9	-2	4	2.6	-8	1	4	-17	4
49	CC(C)c1ccc(N2CC(C(=O)Nc3nccs3)CC2=O)cc1 (stereo not given)	7	-13	-1	0.9	-11	3	34	-32	5
50	Cc1ccc(-n2c(=O)c3sccc3n(Cc3cc(=O)n4ccccc4n3)c2=O)cc1F	13	8	4	-0.8	-4	-4	11	-10	3
51	O=C(O)CC(SCC(=O)Nc1ccc(S(=O)(=O)N2CCCC2)cc1)C(=O)O (stereo not given)	-1	4	-1	-0.1	2	0	4	-9	-6
52	O=C(CSc1nnc(Cc2ccccc2)o1)NCCc1ccccc1	-15	-30	3	-0.4	-3	-2	-15	5	6
53	O=C(CN1C(=O)C2CCCCC2C1=O)N1CCN(c2ccc(F)cc2)CC1 (stereo not given)	-3	4	-2	-2.7	-18	-3	-6	-2	-3
54	CC1(C)CC(=O)C(C=NCC(O)c2ccccc2)=C(O)C1 (stereo not given)	0	6	2	0.8	-13	2	-11	-8	6
55	Cc1ccc(-n2c(Cc3ccccc3)nnc2SCC(=O)NNC(=O)Cc2ccccc2)cc1	0	6	6	-0.3	0	-1	-1	-5	0
56	CCCc1c(NC(=O)Nc2ccc(Cl)cc2Cl)cnn1-c1ccccc1	-2	-10	-1	0.2	-1	-2	3	-14	.
57	O=C(NCCCn1ccnc1)c1cc(C(=O)C2CCCCC2)c[nH]1	8	9	4	-0.1	-12	-2	9	0	5
58	CN(C)C(=O)C12CCC(C)(c3nc4ccccc4nc31)C2(C)C (stereo not given)	-1	-7	2	-0.7	-29	0	13	3	0
59	COc1ccc(N(CC(=O)N2CCN(c3ccc(Cl)cc3)CC2)S(=O)(=O)c2c(C)n[nH]c2C)cc1	8	17	8	1.0	12	2	17	-6	-8
60	O=C(O)/C=C/C(=O)Nc1ccc(Oc2ncnc3cc(Cl)ccc23)nc1	13	8	3	-2.0	-2	-5	-27	0	.
61	O=C(CCN1C(=O)c2cccc3cccc(c23)C1=O)N1CCN(c2ccccc2F)CC1	-7	2	3	-0.5	-1	-1	7	-1	1
62	O=C(NC1CCCCC1)C(c1ccc2ncccc2c1)N(Cc1ccc2c(c1)OCO2)C(=O)c1cccs1 (stereo not given)	-2	6	0	-2.5	-4	-3	-7	-15	20
63	C=CCC(NCc1ccccc1)c1ccc(C)o1 (stereo not given)	4	4	3	-1.7	-14	-2	-12	-16	0
64	Cc1ccc(-c2ccc(CCC(=O)O)n2NC(=O)c2ccc([N+](=O)[O-])cc2)cc1	-9	-19	8	-0.8	6	4	2	-4	6
65	CCOC(=O)c1c(NC(=O)COC(=O)c2nc(Cl)ccc2Cl)sc2c1CCC2	-7	18	8	1.3	-3	1	-21	-16	1
66	CCCCNC(=O)C1c2cc(OC)c(OC)cc2C(=O)N(C)C1c1ccc(OC)cc1 (stereo not given)	4	-13	4	2.2	-6	6	-15	-8	3
67	CC(=O)OC(Cn1nc(C)cc1C)c1ccccc1 (stereo not given)	3	10	-2	-4.8	7	-4	6	3	3
68	Cc1ccc(NC(=S)NC(NC(=O)c2ccccc2)C(Cl)(Cl)Cl)c(C)c1 (stereo not given)	-1	-25	8	-1.7	-13	-4	55	-13	6
69	O=C(NNC(=O)c1ccccc1[N+](=O)[O-])Nc1ccc(Cl)cc1	15	10	7	-0.9	-19	0	-7	-14	-1
70	O=C(Cc1ccccc1)N/N=C/c1ccccc1F	1	-4	1	0.4	-15	-1	4	0	2
71	CC(C)(C)C(=O)NC(=S)Nc1sc2c(c1C#N)CCCCC2	1	7	4	1.9	-11	0	31	-2	1
72	Cc1ccc(S(=O)(=O)Cc2nc3ccccc3c(=O)[nH]2)cc1	-12	7	2	2.6	-20	0	15	-2	5
73	CC(C)NC(=O)C(OC(=O)c1ccccc1)C(OC(=O)c1ccccc1)C(=O)O (stereo not given)	-21	-38	5	1.1	-23	0	5	-13	6

High-throughput results (PubChem)

The order is random; about 7.1% have a hit in one of these screens.
